Compound activity as filed in PubChem BioAssay.
RGS8-Gao reg = modulates binding of RGS8 to human Galphao; P09471; multiplexed bead flow cytometry; actives lie on both sides; response (percent of control binding), % at 10 µM; hit rate 0.34% among 220,000; in the data active = response below about 60% or above about 140%; inactive = in between;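 also: Galphao activated as the GDP aluminium fluoride complex binding bead-coupled RGS8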
Target sequence (P09471 whole entry, looked up): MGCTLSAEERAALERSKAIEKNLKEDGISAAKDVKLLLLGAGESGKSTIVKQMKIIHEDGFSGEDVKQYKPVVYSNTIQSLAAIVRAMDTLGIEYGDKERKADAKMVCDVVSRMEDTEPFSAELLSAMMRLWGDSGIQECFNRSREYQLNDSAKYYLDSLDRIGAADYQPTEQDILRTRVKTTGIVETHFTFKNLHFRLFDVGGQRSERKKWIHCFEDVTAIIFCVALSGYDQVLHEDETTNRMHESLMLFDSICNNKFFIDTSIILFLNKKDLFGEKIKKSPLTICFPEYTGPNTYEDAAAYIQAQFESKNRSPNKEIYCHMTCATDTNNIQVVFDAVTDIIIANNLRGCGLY
RGS4-Gao reg = modulates binding of RGS4 to human Galphao | binding response (% of control), % at 10 µM | hit rate 0.33% among 220,000 | Multiplexed bead flow cytometry; actives lie on both sides | P09471; in the data active = binding response below about 49% or above about 150%; inactive = in between;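 also: fluorescent Galphao activated with aluminum fluoride binding bead-coupled RGS4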
Mcl1-Bid inh = Mcl-1/Bid interaction inhibition; inhibition, % at 21.7 µM; hit rate 0.97% among 220,000; TR-FRET Mcl-1/Bid-Dy647 peptide binding, 1536-well; AID 1021;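 active = compounds that cut the binding signal by more than half at the single screening dose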;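 also: His-tagged Mcl-1 with europium anti-His antibody binding Bid BH3 peptide; 0% = Mcl-1 plus peptide wells and 100% = peptide-only wells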
Target sequence (Q07820 whole entry, looked up): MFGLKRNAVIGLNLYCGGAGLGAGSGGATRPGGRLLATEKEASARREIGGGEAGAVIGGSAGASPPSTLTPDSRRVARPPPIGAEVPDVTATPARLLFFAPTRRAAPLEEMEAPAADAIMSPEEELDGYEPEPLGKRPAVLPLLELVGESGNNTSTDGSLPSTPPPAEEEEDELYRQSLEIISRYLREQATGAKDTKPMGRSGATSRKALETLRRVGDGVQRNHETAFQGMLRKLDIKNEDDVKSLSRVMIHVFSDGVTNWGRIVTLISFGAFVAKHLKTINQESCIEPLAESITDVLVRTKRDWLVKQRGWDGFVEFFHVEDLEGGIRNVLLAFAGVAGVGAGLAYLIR
RGS7-Gao reg = modulates binding of RGS7 to human Galphao | AID 1439 | binding response (% of control), % at 10 µM | P09471 | hit rate 0.35% among 220,000 | Multiplexed bead flow cytometry; actives lie on both sides; in the data active = binding response below about 49% or above about 150%; inconclusive = no clear call, values can overlap the other calls; inactive = in between;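 also: fluorescent Galphao held in activated GDP-AlF4 state binding bead-coupled RGS7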
* = called active by the depositor; u = inconclusive; x = no result given; & = joins results of further samples. This is a subset; the hit share may differ from the screen's.

Order of values – RGS8-Gao reg, RGS4-Gao reg, Mcl1-Bid inh, RGS7-Gao reg
#1 CC(=O)c1ccc(O)c(CC=C(C)C)c1
    101.3, 101.8, -100.1, u
#2 CC(/C=N/n1c(COc2ccccc2)n[nH]c1=S)=C\c1ccco1
    95.5, 97.1, -30.2, u
#3 Clc1ccccc1OCc1nnc2n1CCCCC2
    101.5, 97.3, -16.3, u
#4 O=C1Nc2ccc(Br)cc2/C1=C/C(=O)c1ccc2c(c1)OCO2
    89.5, 88.1, 71.7*, u
#5 COc1ccc2[nH]c(C(=O)N(Cc3ccccn3)Cc3ccccn3)cc2c1
    97.7, 97.7, -17.1, u
#6 Cc1ccc(C(=O)Cn2nnc(-c3ccccc3)n2)cc1
    99.6, 103.2, 3.7, u
#7 COc1ccc(-c2csc(/C(C#N)=C\c3ccc(O)c([N+](=O)[O-])c3)n2)cc1OC
    98.8, 101.6, 69.6*, u
#8 CC1CN(c2ccc(NC(=S)NNCCC#N)cc2)CC(C)O1 (stereo not given)
    104.3, 106.9, -85.9, u
#9 COC(=O)c1ccccc1NC(=O)CSc1ncccn1
    87.1, 79.1, -3.0, u
#10 O=C(Nc1ccc(S(=O)(=O)Nc2ncccn2)cc1)c1ccccc1NS(=O)(=O)c1ccc(Cl)cc1
    105.9, 109.8, -27.4, u
#11 C[C@H](NC(=O)c1nc[nH]c1C(=O)N[C@H](C)c1ccccc1)C(=O)OCc1ccccc1
    104.5, 106.5, -47.0, u
#12 O=C(NCc1ccc2c3c(cccc13)C(=O)N2)c1cccs1
    99.8, 100.8, -4.2, u
#13 COc1cccc(C(=O)NCCSc2c(C)[nH]c3ccccc23)c1OC
    94.6, 88.0, -48.0, u
#14 CC1=NN(c2ccccc2)C(=O)C1N=Nc1ccc(S(N)(=O)=O)cc1 (stereo not given)
    102.6, 101.6, -14.3, u
#15 CCOCCCNC(=O)c1c(N)n(-c2ccc3c(c2)OCO3)c2nc3ccccc3nc12
    100.0, 102.0, 0.2, u
#16 CCCCn1cnc2c(oc3nc4c(cc32)CCCC4)c1=O
    102.8, 108.0, -6.7, u
#17 CCOC(=O)c1ccc(NC(=S)NNC(C)(C)C)cc1
    102.4, 101.6, -30.0, u
#18 CNC(=S)N1CCc2cc(OC)c(OC)cc2C1
    100.4, 97.5, -91.2, u
#19 CCN1C(=O)C(CC(=O)Nc2ccc(OC)cc2)N(CCN2CCOCC2)C1=S (stereo not given)
    101.7, 100.7, -1.1, u
#20 CC(C)CCNC(=O)c1ccc2c(SCC(=O)O)c3c(nc2c1)CCC3
    103.0, 104.1, -13.9, u

Some entries already given with just RGS8-Gao reg, RGS7-Gao reg and RGS4-Gao reg.
#	SMILES	RGS8-Gao reg	RGS7-Gao reg	RGS4-Gao reg
8	CC1CN(c2ccc(NC(=S)NNCCC#N)cc2)CC(C)O1 (stereo not given)	104.3	u	106.9
9	COC(=O)c1ccccc1NC(=O)CSc1ncccn1	87.1	u	79.1

New compounds follow
Order of values – RGS8-Gao reg, RGS4-Gao reg, Mcl1-Bid inh, RGS7-Gao reg
#21 CNc1nc(N)c([N+](=O)[O-])c(Nc2cccc(F)c2)n1
    102.9, 105.1, -11.1, u
#22 O=C(NCc1csc(-c2cccs2)n1)Nc1cccc(Cl)c1
    103.3, 105.2, -1.5, u
#23 O=C(O)C1CCC1C(=O)Nc1nc(-c2ccc(Cl)s2)cs1 (stereo not given)
    103.8, 108.8, -1.8, u
#24 c1ccc(-c2nn[nH]n2)nc1
    99.8, 101.4, -8.2, u
#25 O=C(O)CSCC(=O)Nc1ccccn1
    101.8, 100.0, -29.5, u
#26 COc1ccc(NC(=O)Nc2cc(C)cc(C)c2)cn1
    99.8, 92.0, -6.1, u
#27 Nc1nc(Nc2ccccc2)nc(NCc2ccccc2)c1[N+](=O)[O-]
    102.3, 106.9, 12.0, u
#28 COc1ccc(/C=N/NC(=O)c2sc3nc(C)cc(C)c3c2N)cc1
    99.6, 99.0, -26.1, u
#29 O=C(Nc1ccc(S(=O)(=O)Nc2ncccn2)cc1)c1ccc2ncsc2c1
    102.0, 93.5, 89.9*, u
#30 CC(NC(=O)C(C)(C)C)C(c1cccs1)N1CCOCC1 (stereo not given)
    103.9, 106.0, -12.2, u
#31 COc1ccc(C(=S)N2CCN(c3cccc(Cl)c3)CC2)cc1
    102.8&95.3, 96.0&95.7, -39.7&-69.0, u
#32 Cc1cc(C(=O)OCC(=O)Nc2nccs2)c2ccccc2n1
    100.5, 94.8, -5.5, x
#33 O=C(O)CCC(=O)Nc1ccc(Br)cc1C(=O)c1ccccc1Cl
    91.8, 88.0, 11.5, u
#34 Brc1ccc2[nH]c3c(NCc4ccccn4)ncnc3c2c1
    101.4, 102.2, -11.4, u
#35 CNC(=O)Nc1cc(NC(=O)NC)cc(C(F)(F)F)c1
    103.5, 104.6, -9.9, u
#36 Cc1cc(Br)ccc1SCC(=O)OC/C(O)=C(\C#N)c1nc2ccccc2[nH]1
    99.0, 99.8, -57.3, u
#37 COc1ccc(N2C(=O)CC(NNc3nc4ccccc4s3)C2=O)cc1 (stereo not given)
    97.7, 96.6, -31.9, u
#38 Nc1ccc(Nc2ccccc2)c(S(=O)(=O)O)c1
    104.8, 88.1, -19.8, u
#39 CCn1cnc2c1c(=O)n(CC(=O)Nc1ccc(C(N)=O)cc1)c(=O)n2Cc1ccccc1
    97.8, 94.6, -39.2, u
#40 O=C(Cn1c2c(c(=O)n3ncnc13)CCC2)N/N=C/c1ccc(Cl)cc1
    100.9, 103.5, -40.8, u

With a hit mark in Mcl1-Bid inh, of those listed so far:
Order of values – RGS8-Gao reg, RGS4-Gao reg, Mcl1-Bid inh, RGS7-Gao reg
#4 O=C1Nc2ccc(Br)cc2/C1=C/C(=O)c1ccc2c(c1)OCO2
    89.5, 88.1, 71.7*, u
#7 COc1ccc(-c2csc(/C(C#N)=C\c3ccc(O)c([N+](=O)[O-])c3)n2)cc1OC
    98.8, 101.6, 69.6*, u
#29 O=C(Nc1ccc(S(=O)(=O)Nc2ncccn2)cc1)c1ccc2ncsc2c1
    102.0, 93.5, 89.9*, u

The listing continues.
Order of values – RGS8-Gao reg, RGS4-Gao reg, Mcl1-Bid inh, RGS7-Gao reg
#41 CCCCN(CCCC)C(=O)C1(P(=O)(c2ccccc2)c2ccccc2)CCC1
    105.6, 110.3, -21.4, u
#42 COc1ccc(CCNc2ccc(C(CC(N)=O)NC(=O)c3ccc(Br)cc3)cc2[N+](=O)[O-])cc1 (stereo not given)
    101.0, 103.5, 28.0, u
#43 CC(=O)Nc1cccc(OCCCNC(=O)c2ccc(F)cc2)c1
    102.4, 105.3, 2.8, u
#44 NNC(=O)c1ccc(-c2ccccc2F)cc1
    98.9, 96.0, -20.1, u
#45 O=C(CSc1nncs1)NC(=O)Nc1ccc2c(c1)OCCO2
    97.1, 97.0, -10.6, u
#46 Cc1ccc(NC(=O)Cn2c(O)c(N=NC(=O)c3cc([N+](=O)[O-])ccc3O)c3ccccc32)cc1
    96.6, 100.5, -29.0, u
#47 Cc1ccc(/C=C/C(=O)N2CCN(S(=O)(=O)c3cccs3)CC2)o1
    79.7, 90.8, -45.2, u
#48 CC(=O)NC(NC(=S)Nc1cccc(Br)c1)C(Cl)(Cl)Cl (stereo not given)
    104.3, 112.6, -122.3, u
#49 CCc1ccc(C(=O)NNc2ccc(Cl)cc2)cc1
    100.5, 102.3, -1.9, u
#50 CCCn1c(=N)n(CC(O)COc2ccc(C)cc2)c2ccccc21 (stereo not given)
    101.1, 98.0, -3.8, u
#51 CC1CCC2(CC1)SCC(=O)N2c1ccc(F)cc1 (stereo not given)
    100.1, 98.1, -21.5, u
#52 O=[N+]([O-])c1ccc(C2=NN(c3ccccc3)C(c3ccco3)C2)cc1 (stereo not given)
    103.0, 125.0, -12.5, u
#53 O=C(Nc1ccc(F)cc1)N1CCCN(c2ccc(C(F)(F)F)cn2)CC1
    98.5, 96.9, 82.6*, u
#54 CN(c1ccccc1)S(=O)(=O)c1cccc(NC(=O)CSc2n[nH]c(N)n2)c1
    106.1, 104.8, -14.4, u
#55 CN(C)CCCNC(NC(=O)/C=C/c1ccccc1)C(Cl)(Cl)Cl (stereo not given)
    99.1, 100.0, -21.6, u
#56 Cc1ccc2nc(NCc3ccc(F)cc3)c3nncn3c2c1
    97.6, 96.6, -2.6, u
#57 COc1ccccc1NNC(=O)c1cc(C(C)(C)C)nn1Cc1ccccc1
    103.4, 102.7, -14.5, u
#58 CCOC(=O)C1(Cc2ccc(Cl)cc2)CCN(C(=O)c2cnc(C)cn2)CC1
    94.3, 85.1, -15.5, u
#59 N#C/C(=C\Nc1ccc2c(c1)OCCO2)C(=O)NCc1ccco1
    101.1, 101.4, -11.9, u
#60 CC(C)(C)OC(=O)NCCCC[C@H](NC(=O)c1[nH]cnc1C(=O)N[C@@H](Cc1ccccc1)C(=O)OC(C)(C)C)C(=O)OC(C)(C)C
    91.9, 90.3, -33.9, u

(more compounds)
Order of values – RGS8-Gao reg, RGS4-Gao reg, Mcl1-Bid inh, RGS7-Gao reg
#61 O=C(NCC(O)COc1ccc([N+](=O)[O-])cc1)c1ccccc1 (stereo not given)
    97.7, 101.0, 13.6, u
#62 O=S(=O)(Nc1ccc2ccccc2n1)c1ccc2c(c1)CCO2
    89.3, 91.0, -6.3, u
#63 O=C(N1CCCCC1)N1CCC(c2nc3ccccc3[nH]2)CC1
    102.0, 105.8, -58.2, u
#64 O=C(Nc1ccc(Oc2cccnc2)nc1)c1ccc(C(F)(F)F)cc1
    102.7, 105.8, -9.4, u
#65 Cc1cccc(NC(=O)c2nc[nH]c2C(=O)N[C@@H](C)C(=O)OCc2ccccc2)c1
    98.6, 96.3, -6.9, u
#66 CSCC(CO)NS(=O)(=O)c1ccc(C)cc1 (stereo not given)
    102.8, 106.8, -18.7, u
#67 O=S(=O)(Nc1ncnc2scc(-c3ccc(F)cc3)c12)c1cc(F)ccc1F
    102.6, 99.9, 29.8, u
#68 COc1ccc(NC(=O)Nc2c(C)noc2-c2ccccc2)cc1
    100.8, 116.1, -43.6, u
#69 C#CCOC(=O)Nc1cnccc1C(F)(F)F
    99.1, 98.5, -7.2, u
#70 CC(=O)CCn1cc([N+](=O)[O-])nc1C
    102.2, 102.2, 9.0, u
#71 CCCCNC(=O)CSc1nc(O)c(Cc2ccc(OC)cc2)c(=O)[nH]1
    103.5, 102.8, -66.4, u
#72 COc1ccc(CN(C(=O)c2cc(=O)c3cc(C)cc(C)c3o2)C2CCS(=O)(=O)C2)cc1 (stereo not given)
    107.3, 114.5, 7.8, u
#73 COc1ccccc1NS(=O)(=O)c1cc(NC(=O)c2cc(=O)[nH]c3ccccc23)ccc1N1CCOCC1
    100.7, 101.5, -30.6, u
#74 COc1ccc(C2/C=C\CN(CC3CC3)CC(=O)N2Cc2ccc(F)cc2)cc1 (stereo not given)
    102.0, 101.6, -64.6, u
#75 CCOC(=O)c1sc(=S)n(-c2ccc(OC)cc2)c1N
    102.8, 108.3, -42.0, u
#76 Cc1cc(=O)n2c(n1)NC(Nc1cccc(C)c1C)=NC2c1ccc(F)cc1 (stereo not given)
    99.8, 94.1, -25.1, u
#77 N/C(=N\S(=O)(=O)c1cc(C(F)(F)F)cc(C(F)(F)F)c1)c1cccs1
    99.0, 98.1, -2.5, u
#78 CCOC(=O)NNC(=O)NCCCCCCNC(=O)NNC(=O)OCC
    101.1, 101.3, -20.9, u
#79 Cc1ccc(-n2ccnc2SCC(=O)O)cc1C
    102.0, 102.9, -25.1, u
#80 Cc1cc(=O)c2cc3nc(-c4cccnc4)oc3c(Br)c2o1
    97.1, 95.5, -51.9, u

Given screen by screen: 2 of the compounds above.
#63 O=C(N1CCCCC1)N1CCC(c2nc3ccccc3[nH]2)CC1
#78 CCOC(=O)NNC(=O)NCCCCCCNC(=O)NNC(=O)OCC

screen / no. | 63 | 78
RGS8-Gao reg | 102.0 | 101.1
RGS4-Gao reg | 105.8 | 101.3
Mcl1-Bid inh | -58.2 | -20.9
RGS7-Gao reg | u | u

(next part)
Order of values – RGS8-Gao reg, RGS4-Gao reg, Mcl1-Bid inh, RGS7-Gao reg
#81 Cc1csc2ncnc(NNC(=O)c3ccc(Cl)cc3)c12
    99.8, 97.6, -39.9, u
#82 Cc1ccc2oc(C(F)(F)C(F)F)cc(=O)c2c1
    101.9, 98.9, 87.6*, u
#83 NC(=O)CSc1n[nH]c(-c2ccco2)n1
    102.6, 103.4, -37.9, u
#84 Cc1ncc(S(=O)(=O)C(C)(C)C)c(N)n1
    101.2, 106.1, -10.9, u
#85 O=C(O)C1CCC(=O)N1C(=O)OCc1ccccc1 (stereo not given)
    97.2, 97.6, 5.6, u
#86 CC(C)NCC(O)COc1cccc2ccccc12 (stereo not given)
    98.7, 101.5, -39.4, u
#87 COc1ccc(C(=O)NC(=S)NCc2ccco2)cc1
    99.2, 99.5, -61.0, u
#88 CCc1cc2c(SCC(=O)N(C)C3CCS(=O)(=O)C3)ncnc2s1 (stereo not given)
    100.0, 100.8, -13.2, u
#89 COCCNC(=O)[C@H](CSCc1ccccc1)N1Cc2ccccc2C1=O
    102.8, 101.5, -45.5, u
#90 CC(=O)C1C(c2ccc([N+](=O)[O-])cc2)C2C(C)=NN=C2CC1(C)O (stereo not given)
    102.2, 100.5, 16.7, u
